KDM5B inhibitor: blocks human KDM5B histone demethylase activity; Q9UGL1; KDM5B demethylase, FDH-coupled NADH fluorescence (FDH is formaldehyde dehydrogenase); Potency, µM (highest dose often 57.7 µM), inactives show top-dose activity change, negative = inhibition, hits mostly inhibitors; hit rate 2.6% among 220,000; AID 1347165; active = well fitted inhibition curve with a large enough effect; inconclusive = small, poorly fitted or top-dose-only effect; inactive = no such curve, though single readings can be large or run the other way; also: 0% is about no effect; nearly all actives have a fitted effect of over 70% in size
Target sequence (Q9UGL1 whole entry, looked up): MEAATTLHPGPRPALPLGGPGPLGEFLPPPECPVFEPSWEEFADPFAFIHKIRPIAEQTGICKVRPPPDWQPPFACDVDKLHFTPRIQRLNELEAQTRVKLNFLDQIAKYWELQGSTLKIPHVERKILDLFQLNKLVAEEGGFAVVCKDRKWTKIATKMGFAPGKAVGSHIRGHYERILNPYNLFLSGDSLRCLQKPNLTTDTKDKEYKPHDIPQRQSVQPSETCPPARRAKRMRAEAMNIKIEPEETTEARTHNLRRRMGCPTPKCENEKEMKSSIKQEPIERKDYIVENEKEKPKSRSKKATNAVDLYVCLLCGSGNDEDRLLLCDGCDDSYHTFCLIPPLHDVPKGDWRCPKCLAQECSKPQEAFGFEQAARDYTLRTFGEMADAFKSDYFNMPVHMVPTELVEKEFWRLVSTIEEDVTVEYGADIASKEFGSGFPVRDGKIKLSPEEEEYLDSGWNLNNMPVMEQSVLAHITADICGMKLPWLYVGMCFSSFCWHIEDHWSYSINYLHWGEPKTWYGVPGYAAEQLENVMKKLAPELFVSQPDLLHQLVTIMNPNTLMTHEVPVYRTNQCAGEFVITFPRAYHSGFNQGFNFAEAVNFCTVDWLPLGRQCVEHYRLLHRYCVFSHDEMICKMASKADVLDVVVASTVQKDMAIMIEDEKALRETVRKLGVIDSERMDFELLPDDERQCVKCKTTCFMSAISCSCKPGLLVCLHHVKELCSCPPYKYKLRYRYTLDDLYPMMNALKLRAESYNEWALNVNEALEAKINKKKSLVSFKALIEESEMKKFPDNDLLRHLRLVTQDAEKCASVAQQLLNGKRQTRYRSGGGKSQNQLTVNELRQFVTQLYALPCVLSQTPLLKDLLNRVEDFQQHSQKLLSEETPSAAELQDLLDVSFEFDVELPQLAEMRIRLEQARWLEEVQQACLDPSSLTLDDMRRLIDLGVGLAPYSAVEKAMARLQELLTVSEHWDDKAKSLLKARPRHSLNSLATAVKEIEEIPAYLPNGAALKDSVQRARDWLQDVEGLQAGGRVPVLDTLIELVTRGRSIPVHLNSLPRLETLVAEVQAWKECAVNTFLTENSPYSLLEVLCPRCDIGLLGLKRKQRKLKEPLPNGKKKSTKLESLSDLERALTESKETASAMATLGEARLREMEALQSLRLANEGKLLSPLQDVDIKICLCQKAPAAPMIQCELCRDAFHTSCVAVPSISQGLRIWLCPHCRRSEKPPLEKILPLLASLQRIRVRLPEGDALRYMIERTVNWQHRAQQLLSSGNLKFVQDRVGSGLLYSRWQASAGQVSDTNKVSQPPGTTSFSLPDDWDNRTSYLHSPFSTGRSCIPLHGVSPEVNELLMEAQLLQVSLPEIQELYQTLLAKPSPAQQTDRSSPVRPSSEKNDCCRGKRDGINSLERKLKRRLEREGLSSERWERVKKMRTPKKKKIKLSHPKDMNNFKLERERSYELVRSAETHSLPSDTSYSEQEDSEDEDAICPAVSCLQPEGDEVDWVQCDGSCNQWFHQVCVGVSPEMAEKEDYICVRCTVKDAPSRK
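Measured: NADH fluorescence change, 30 min, RT. System: KDM5BΔAP 200 nM final, H3K4me3 peptide, α-KG, Fe(II), ascorbate, NAD⁺ plus FDH, pH 7.5 HEPES. Compounds: titrated, 10 min pre-incubation with enzyme.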
The depositor's hits bear a star; & = joins results of further samples; [ ] = another dose, or the depositor's remark. Potency is read from the fitted curve at half-maximal effect. Only part of the results is shown, so the mix of outcomes need not match the whole.

For CCNC(=O)CSc1nc(C2CC2)nc2ccccc12 the results were KDM5B inhibitor -13%.
`N#Cc1ccc(S(=O)(=O)N2CCC(Cc3nc(-c4ccncc4)n[nH]3)C2)cc1` (stereo unspecified) gave KDM5B inhibitor 11%.
For CCc1nc2ccccc2c(C(=O)OCC(=O)NC2CCCCC2)c1C the results were KDM5B inhibitor -2%.
For COc1ccc(NC(=O)Cn2nnc3sc4c(c3c2=O)CCC(C)C4)c(OC)c1 (stereo unspecified) the results were KDM5B inhibitor -22%.
Screening O=C(c1ccc(C(F)(F)F)cc1)N1CCn2c(nnc2C2CC2)C1 returned KDM5B inhibitor -15%[86.2 µM].
`Cc1c(Cl)cccc1-n1ncc(C(=O)Nc2ccc3c(c2)OCCO3)c1C1CCN(C(=O)OC(C)(C)C)CC1` gave KDM5B inhibitor -32%.
`Cc1cc(=O)n2nc(N3CCC(C(=O)Nc4ccc(C)c(Cl)c4)CC3)sc2n1` gave KDM5B inhibitor -4%.
COc1ccc(-c2ccc3c(c2)C(=O)N2CC[C@H](NC(=O)NC(C)C)[C@H]2C(=O)N3)c(OC)c1 was read as KDM5B inhibitor inconclusive.
`COc1ccc(C(C)=O)c(OC(=O)c2cc(F)c(F)cc2Cl)c1` gave KDM5B inhibitor 9%.
CN(Cc1ccccc1)C(=O)Cc1ccc(N(Cc2ccccc2)C(=O)c2ccco2)cc1 was read as KDM5B inhibitor inconclusive.
For CCn1ncnc1C(C)NC(=O)c1cn(CCN2CCNCC2)nn1 (stereo unspecified) the results were KDM5B inhibitor 13%.
COCCNC(=O)CCn1nc(-c2ccc(Cl)cc2)c2ccccc2c1=O was read as KDM5B inhibitor inconclusive.
For Cc1noc(CN2CCCn3nc(C(O)C4CCC4)cc3C2)n1 (stereo unspecified) the results were KDM5B inhibitor inconclusive.
CCCC(C)NC(=O)c1ccc(CNC(=O)NC(C)C)cc1 (stereo unspecified) was read as KDM5B inhibitor 1%.
`CN1CCc2nc(N3CCN(C(=O)CCC4CCCC4)CC3)sc2C1` gave KDM5B inhibitor inconclusive.
Screening COc1ccc(NC(=O)CN2C(=O)C(c3ccccc3)=NC23CCCCC3)cc1 returned KDM5B inhibitor -21%.
Screening O=C1NCc2ccccc2CC12CCCN(CC1CCCCC1)C2 (stereo unspecified) returned KDM5B inhibitor 21%[149 µM].
`O=C1c2cnc(-c3ccc(O)c(F)c3)nc2OCCN1c1ccccc1` gave KDM5B inhibitor -36%[86.2 µM].
`CCC(C)(C)NC(=O)C(NS(=O)(=O)c1cccs1)c1ccccc1` (stereo unspecified) gave KDM5B inhibitor inconclusive.
For Cc1ccc(C)c(NC(=O)Cn2c(=O)oc3cc(S(=O)(=O)NCc4ccccc4)ccc32)c1 the results were KDM5B inhibitor -23%.

Structural class: the entries above containing a thiophene ring, fused or not (2)
For COc1ccc(NC(=O)Cn2nnc3sc4c(c3c2=O)CCC(C)C4)c(OC)c1 (stereo unspecified) the results were KDM5B inhibitor -22%.
`CCC(C)(C)NC(=O)C(NS(=O)(=O)c1cccs1)c1ccccc1` (stereo unspecified) gave KDM5B inhibitor inconclusive.

More records
Cc1cc(Cl)ccc1OCCCc1n[nH]c(=S)n1Cc1ccccc1 was read as KDM5B inhibitor -8%.
Screening Cc1ccc(C(=O)N2CCCCCNC(=O)[C@@H]3CCCC[C@@H]32)cn1 returned KDM5B inhibitor -10%.
For CN(C)[C@@H]1CN(Cc2ccc(C#N)cc2)C[C@H]1CO the results were KDM5B inhibitor -23%.
For CCN(CC)CCn1c(-c2ccccc2)csc1=Nc1ccccc1 the results were KDM5B inhibitor inconclusive.
`Cc1ccccc1CCN1CCCC(CN(C)C(=O)c2cc3ccccc3[nH]2)C1` (stereo unspecified) gave KDM5B inhibitor 29%.
`COc1c(Br)cc(Br)cc1/C=C(\C#N)c1nc2ccccc2[nH]1` gave KDM5B inhibitor -1%.
O=C(NCCN1CCCCC1)c1ccc(Cn2c(SCc3ccccc3)nc3cccnc32)cc1 was read as KDM5B inhibitor inconclusive.
Screening O=C(C1CCCC1)N1CC(c2nc(CCOCC3CCOCC3)no2)C1 returned KDM5B inhibitor -16%.
COc1ccc2nc(NC(=O)c3cc(-c4ccc(C)c(C)c4)on3)sc2c1 was read as KDM5B inhibitor 35%.
Screening C=CCSc1nc2c(c(=O)n(C)c(=O)n2C)n1Cc1ccc(Cl)cc1 returned KDM5B inhibitor 1%.
For CC(C)CC(C(=O)NCCc1ccccc1)N1Cc2ccccc2C1=O (stereo unspecified) the results were KDM5B inhibitor inconclusive.
Screening O=C(NC1CCCCCCC1)c1ccc2ccccc2c1 returned KDM5B inhibitor 17%.
Screening CC(C)OC(=O)C(CC(=O)O)N1CCCC1 (stereo unspecified) returned KDM5B inhibitor -2%.
Screening CC(C)OCCCNc1ncnc2c1CN(C1CCCNCC1)C(=O)CN2C (stereo unspecified) returned KDM5B inhibitor -19%[115 µM].
For O=C1CCN(C(=O)NCCc2ccccc2)CCCCCCN1 the results were KDM5B inhibitor -14%.
Screening O=C(c1cccnc1)N1CCCCC1c1nc(C2CC2)n[nH]1 (stereo unspecified) returned KDM5B inhibitor -9%.
Screening COc1ccc(-n2ncc(C(=O)NCc3ccc4c(c3)OCO4)c2C2CCN(C(=O)OC(C)(C)C)CC2)cc1 returned KDM5B inhibitor inconclusive.
Screening CCOCCOc1ccccc1C(=O)N1CC[C@@](O)(COC)C(C)(C)C1 returned KDM5B inhibitor -12%.
CCOC(=O)c1oc2cc(O)c(CC)cc2c(=O)c1-c1ccc2c(c1)OCCO2 was read as KDM5B inhibitor 0%.
For O=C(CN1C(=O)COc2ccc(S(=O)(=O)N3CCOCC3)cc21)N1CCN(c2ccccc2F)CC1 the results were KDM5B inhibitor -17%.
`CCn1c(SCc2ccccc2F)nc(=O)c2c(C(=O)OC)cc(C3CC3)nc21` gave KDM5B inhibitor inconclusive.
c1ccc(-c2nc(CC3CCNC3)no2)cc1 (stereo unspecified) was read as KDM5B inhibitor 12%.
O=C(NCCCCNC(=O)C1CC1)C1CC1 was read as KDM5B inhibitor 17%.
Screening O=C1[C@@H]2[C@H]3CC[C@H](C3)[C@@H]2C(=O)N1O returned KDM5B inhibitor inconclusive.
Cc1sc2ncnc(SC(F)F)c2c1C was read as KDM5B inhibitor inconclusive.
Screening c1ccc(-c2ccc(CNCc3cccs3)o2)cc1 returned KDM5B inhibitor -5%&22%.
`Cc1cc(C)cc(NC(=S)N2CCN(S(=O)(=O)c3ccccc3)CC2)c1` gave KDM5B inhibitor -12%.
Screening Cc1cc(F)ccc1NC(=O)CN1C(=O)NC2(CCS(=O)(=O)CC2)C1=O returned KDM5B inhibitor 27%.
Screening Cc1noc(C)c1CCC(=O)N1CCN(Cc2ccccc2)CC(O)C1 (stereo unspecified) returned KDM5B inhibitor inconclusive.
For COc1ccc(-c2noc(CN(C(=O)c3cccs3)C3CCCCC3)n2)cc1 the results were KDM5B inhibitor -1%.
For CC(=O)N1CCC(N2CCOC[C@H]2c2ncc(-c3ccc(C)cc3)[nH]2)CC1 the results were KDM5B inhibitor 11%[86.2 µM].
Cc1ccc2sc(NC(=O)c3cccc(N4C(=O)CCC4=O)c3)nc2c1C was read as KDM5B inhibitor inconclusive.
Screening Cc1cc(C)cc(NC(=O)N2CCN(C)c3ncccc32)c1 returned KDM5B inhibitor inconclusive.
CCOC(=O)c1c(NC(=O)c2ccc(S(=O)(=O)N3CCC(C)CC3)cc2)sc2c1CCN(C)C2 was read as KDM5B inhibitor inconclusive.
For COC(=O)[C@@H]1Cc2nc[nH]c2CN1Cc1ccc(Cl)cc1 the results were KDM5B inhibitor 32µM*.
COc1cccc2cc(C(=O)OC(C)C(=O)c3ccc(Cl)cc3)c(=O)oc12 (stereo unspecified) was read as KDM5B inhibitor 8%.
Screening O=C1NC2(C(=O)Nc3ccc(Br)cc3)CCC(=O)N2c2ccccc21 (stereo unspecified) returned KDM5B inhibitor 116%[activator].
For Cc1cccc(N(C)C(=O)Cn2cnc3nc4c(cc3c2=O)CCCC4)c1 the results were KDM5B inhibitor -12%.
COc1ccc([C@H]2C[C@@H](O)[C@@H](O)[C@@H]2NC(=O)c2nc3ccccc3s2)cc1 was read as KDM5B inhibitor 4%[86.2 µM].
Screening CC(C)CNC(=O)c1cnn2c(C(F)(F)F)cc(C(F)(F)F)nc12 returned KDM5B inhibitor 1%.

Random excerpt: 4 compounds from above, in no set order.
Screening O=C(C1CCCC1)N1CC(c2nc(CCOCC3CCOCC3)no2)C1 returned KDM5B inhibitor -16%.
For O=C1CCN(C(=O)NCCc2ccccc2)CCCCCCN1 the results were KDM5B inhibitor -14%.
Screening O=C1[C@@H]2[C@H]3CC[C@H](C3)[C@@H]2C(=O)N1O returned KDM5B inhibitor inconclusive.
O=C(NCCN1CCCCC1)c1ccc(Cn2c(SCc3ccccc3)nc3cccnc32)cc1 was read as KDM5B inhibitor inconclusive.

The results go on.
For CC(C)c1ccc(S(=O)(=O)c2nnn3c2nc(N2CCCCC2)c2ccccc23)cc1 the results were KDM5B inhibitor 89µM*.
For CCCCC(CC)C1OCC(CN2CCCCC2)O1 (stereo unspecified) the results were KDM5B inhibitor 9%.
Screening CC(C)CC(NC(=O)/C(=C/c1ccc(Cl)cc1)NC(=O)c1ccccc1)C(=O)O (stereo unspecified) returned KDM5B inhibitor 11%.
For CC(C)(C)c1[nH]nc(C(=O)O)c1Br the results were KDM5B inhibitor 21%.
Screening Cc1cc(=O)oc2cc(OC(C)C(=O)Nc3ccc(S(=O)(=O)NC(C)C)cc3)ccc12 (stereo unspecified) returned KDM5B inhibitor inconclusive.
O=C1NCCCCCCN(C(=O)Cc2cccnc2)[C@@H]2CCC[C@H]12 was read as KDM5B inhibitor -11%.
Screening Cc1cc(C)cc(NC(=O)Nc2nnc(N(C)C3CCCCC3)s2)c1 returned KDM5B inhibitor -5%.
`COc1ccccc1N1CCN(C(=O)C[C@@H]2CCNC[C@@H]2Cc2cc(CN3CCOCC3)on2)CC1` gave KDM5B inhibitor 5%.
For CCCCC12CN3CC(C)(CN(C1)C(=O)c1ccccc1C3=O)C2=O the results were KDM5B inhibitor 1%.
Screening CCn1c(=O)c(=O)n(CC)c2cc(N3CCCCC3)c(NC(=O)c3ccc(C)cc3)cc21 returned KDM5B inhibitor 24%.
Screening Fc1ccc(CN2CC[C@H](c3nc4ccc(C(F)(F)F)cc4[nH]3)C2)cc1F returned KDM5B inhibitor -35%[86.2 µM].
For CC(C)(C)c1ccc(NC(=O)C2CCCN2S(=O)(=O)c2ccc(F)cc2)cc1 (stereo unspecified) the results were KDM5B inhibitor -2%.
COc1ccc(OC)c(NC(=O)c2cc3c(=O)n4cccc(C)c4nc3n2C)c1 was read as KDM5B inhibitor inconclusive.
`Cc1ccc2oc(/N=C(\N)NC(=O)C3CC3)nc2c1` gave KDM5B inhibitor -2%.
Screening CC1CCN(S(=O)(=O)c2ccc(NC(=O)C3CC(=O)N(CCc4ccc(F)cc4)C3)cc2)CC1 (stereo unspecified) returned KDM5B inhibitor -9%.
Screening O=c1c2cnc3ncnn3c2ccn1CCc1c[nH]c2ccc(Cl)cc12 returned KDM5B inhibitor 7%.
For Cc1cc(C)cc(C(=O)NC2CCCc3ccccc32)c1 (stereo unspecified) the results were KDM5B inhibitor 20%.
For CCC(=O)N1CCc2sc(C(=O)NC3CCN(Cc4ccccc4)CC3)cc2C1 the results were KDM5B inhibitor 0%.
O=C1CC(C(=O)Nc2ccc3c(c2)OCCO3)N=C(N2CCN(c3ccccc3)CC2)N1 (stereo unspecified) was read as KDM5B inhibitor 14%.
`CCc1c(C)sc2nc(N(CC)CCO)n3nc(-c4ccccc4)nc3c12` gave KDM5B inhibitor -9%.

Entries above with a furan ring, fused or not:
CN(Cc1ccccc1)C(=O)Cc1ccc(N(Cc2ccccc2)C(=O)c2ccco2)cc1 was read as KDM5B inhibitor inconclusive.
Screening c1ccc(-c2ccc(CNCc3cccs3)o2)cc1 returned KDM5B inhibitor -5%&22%.

Going on with the list.
`Cc1c(Cl)cccc1NC(=O)COC(=O)CN1C(=O)NC(C)(C)C1=O` gave KDM5B inhibitor 11%.
Screening COc1ccc(C(=O)N2CCC(Cc3nc(C(C)C)no3)CC2)cc1 returned KDM5B inhibitor -4%.
For Cc1noc(-c2cccn3c(CNC(=O)c4ccco4)nnc23)n1 the results were KDM5B inhibitor 28µM*.
CCCN(CCC)CCN1C(=O)C2C(C(=O)Nc3cccc(SC)c3)C3C=CC2(O3)C1C(=O)NC1CCCCC1 (stereo unspecified) was read as KDM5B inhibitor -4%.
CC(C)CN1CCN(C(=O)c2cc3c(s2)CCN(C(=O)c2ccc(Cl)cc2)C3)CC1 was read as KDM5B inhibitor -15%.
Screening COc1ccc(-c2nn(CC(=O)NCc3ccccc3)c3c2cnc2ccc(F)cc23)cc1 returned KDM5B inhibitor inconclusive.
CNC(=S)N/N=C/c1ccc(SC)cc1 was read as KDM5B inhibitor -29%.
For COc1ccc(Nc2cc(C(=O)NCCCN(C)C3CCCCC3)c3ccccc3n2)cc1 the results were KDM5B inhibitor -16%.
`Cc1c(C(=O)Nc2ccccc2)sc2c1C(c1ccncc1)CC(=O)N2` (stereo unspecified) gave KDM5B inhibitor 14%.
Screening CCCCNC(=O)CC(c1cccc(OC)c1)c1c[nH]c2ccccc12 (stereo unspecified) returned KDM5B inhibitor -15%.
`COc1ccc(/C=C/C(=O)c2ccc(C#N)cc2)cc1F` gave KDM5B inhibitor 15%.
COCc1noc(CC2CN(C(=O)c3cn(-c4ccccc4)nn3)CCO2)n1 (stereo unspecified) was read as KDM5B inhibitor 18%.
O=C(NCC(c1cccnc1)N1CCN(Cc2ccccc2)CC1)C(=O)Nc1cccc(F)c1 (stereo unspecified) was read as KDM5B inhibitor -17%.
Screening Clc1cc(Cl)cc(Nc2ncnc(-n3cccc3)n2)c1 returned KDM5B inhibitor inconclusive.
Screening CCNc1cc(N2CCC(CCC(=O)NCc3c(C)nn(C)c3C)CC2)ncn1 returned KDM5B inhibitor 8%.

Compound activity from PubChem BioAssay.
